Kir21 block: Kir2.1 (mouse) channel inhibition | HEK293-Kir2.1, FluxOR thallium flux fluorescence; hits give low values | B-score at 10 µM | actives 0.85% (n = 310,000) | AID 1672;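 active = fluorescence ratio B-score at or below minus 3 SD of library scores, with starting-brightness B-score within 2 SD, cut at about -4.2 in these data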;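 note: channel flux triggered by added potassium and thallium sulfate stimulus; B-score of peak minus minimum fluorescence over baseline after thallium stimulus; more negative B-score means stronger Kir2.1 block with less thallium influx; some compounds called inactive have numbers as strong as hits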
KCNQ2 block: KCNQ2 potassium channel inhibitors, primary screen, cell-based, CHO-K1, FluxOR thallium flux, B-score (AID 2156). 20 min; hits give low values. B-score at 10 µM. actives 1.1% (n = 310,000);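 active = fluorescence ratio B-score at most minus 3 library SDs, with starting brightness B-score within 2 library SDs, cut at about -5.5 in these data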
Target sequence (O88943 whole entry, looked up): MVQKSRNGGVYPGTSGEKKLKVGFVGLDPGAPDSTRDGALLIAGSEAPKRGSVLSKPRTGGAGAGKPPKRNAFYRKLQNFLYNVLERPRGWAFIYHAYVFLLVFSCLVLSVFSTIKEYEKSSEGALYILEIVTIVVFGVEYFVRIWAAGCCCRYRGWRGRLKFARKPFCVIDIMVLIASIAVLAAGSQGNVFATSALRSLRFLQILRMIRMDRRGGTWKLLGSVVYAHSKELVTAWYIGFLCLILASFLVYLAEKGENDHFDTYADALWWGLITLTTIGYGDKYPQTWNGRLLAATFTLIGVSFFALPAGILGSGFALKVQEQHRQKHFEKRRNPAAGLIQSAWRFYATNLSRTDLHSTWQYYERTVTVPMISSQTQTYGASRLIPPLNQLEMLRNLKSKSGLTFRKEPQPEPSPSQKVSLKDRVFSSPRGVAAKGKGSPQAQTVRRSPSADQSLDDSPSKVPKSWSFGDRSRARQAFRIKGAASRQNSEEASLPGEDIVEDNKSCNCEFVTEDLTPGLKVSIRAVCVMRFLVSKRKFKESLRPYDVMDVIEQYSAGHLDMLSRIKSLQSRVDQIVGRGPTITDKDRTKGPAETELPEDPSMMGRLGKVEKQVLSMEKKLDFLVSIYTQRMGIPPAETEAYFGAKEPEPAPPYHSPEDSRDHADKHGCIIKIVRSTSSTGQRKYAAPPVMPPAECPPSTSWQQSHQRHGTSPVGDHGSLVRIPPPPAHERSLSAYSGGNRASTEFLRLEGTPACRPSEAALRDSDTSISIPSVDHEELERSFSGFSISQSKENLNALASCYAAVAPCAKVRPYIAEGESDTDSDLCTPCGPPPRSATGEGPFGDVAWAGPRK
* = called active by the depositor; i = inactive.

no.	Kir21 block	KCNQ2 block	SMILES
1	-0.07	i	O=C(CSc1nc2c(c(=O)n1-c1ccc(F)cc1)SCC2)N1CCCC1
2	0.04	i	CCCC(c1nnnn1C(C)(C)C)N1CCN(Cc2ccccc2)CC1 (stereo unspecified)
3	-0.5	i	COc1cc(OC)cc(C(=O)NCC(=O)OCc2nc3ccccc3s2)c1
4	1.7	i	c1ccc(-c2nn3c(Cn4nnc5ccccc54)nnc3s2)nc1
5	0.03	i	O=C(OCc1ccccc1F)c1cc2ccccc2cc1O
6	-0.63	i	O=C1C[C@@H](c2ccc(O[C@@H]3O[C@H](CO)[C@@H](O)[C@H](O)[C@H]3O)cc2)Oc2cc(O)ccc21
7	-0.22	i	CCN(Cc1ccncc1)Cc1c(O)ccc2cc(Br)ccc12
8	1.7	i	Cc1ccc(Cn2c(CCNc3nc(-c4ccc(Cl)c([N+](=O)[O-])c4)cs3)nc3cc(Cl)c(Cl)cc32)cc1
9	-1.2	i	Cc1ccc(S(=O)(=O)N(C)c2ccc(OC(=O)CN3C(=O)NC4(CCCC4)C3=O)cc2)cc1
10	0.61	i	CC1CCCCN1C(=O)COC(=O)CNC(=O)c1sc2ccccc2c1Cl (stereo unspecified)
11	-0.42	i	Oc1ccccc1C1=Nc2nc3ccccc3n2C(c2ccccc2)C1 (stereo unspecified)
12	-0.96	i	CCOc1ccc(/C=N/N(C)c2ccccc2)cc1OC
13	1.6	i	O=C(Nc1ccc2c(c1)OCO2)C1CCN(S(=O)(=O)Cc2ccccc2)CC1
14	-0.11	i	CC(=O)Nc1c(O)nc(SCc2ccccc2C#N)[nH]c1=O
15	-0.27	i	O=C(c1ccc(Cl)cc1)N1CCCOC1
16	1.2	i	Cc1nc2ccccc2c(=O)n1/N=C/c1ccc(F)cc1
17	0.92	i	CC(C)[C@H](NC(=O)[C@@H]1CSC2c3ccccc3C(=O)N21)C(=O)NCC1CCCO1 (stereo partly specified)
18	0.62	i	Cc1ccc(/C=N\NC(=O)c2cc(OCC(F)(F)F)ccc2OCC(F)(F)F)cc1
19	0	i	O=C(CN1C(=O)NC2(CCCC2)C1=O)Nc1ccc(Cl)cc1F
20	-0.59	i	Cc1ccc(C(=O)NCC(=O)OCC(=O)Nc2ccccc2C#N)s1
21	0.07	i	CC(C)(C)c1nnc(NC(=O)Nc2ccc(Cl)cc2)s1
22	-0.91	i	O=S(=O)(Cc1ccc(Cl)cc1)N1CCCCCC1
23	0.86	i	NC(=S)N/N=C/c1ccc2ccccc2c1
24	-0.02	i	C/C(CC1(O)C(=O)Nc2ccccc21)=N\O (stereo unspecified)
25	0.5	i	COc1cc(/C=C/C(=O)Nc2cccc(S(=O)(=O)NC3=NCCCCC3)c2)ccc1OCC#N
26	-0.16	i	Cc1ccccc1C(=O)N1CCN(c2ccc(NC(=O)c3ccc([N+](=O)[O-])o3)cc2)CC1
27	0.22	i	CCN(CC)C(=O)Cn1cc(SCC(=O)NC2CCCC2)c2ccccc21
28	0.6	i	O=C(Nc1nc(-c2ccccc2)cs1)C1CCCO1 (stereo unspecified)
29	-1.8	i	Cc1ccc(S(=O)(=O)Nc2ccc(N3CCOCC3)cc2)cc1[N+](=O)[O-]
30	-0.89	i	CCN(CC)CCCNC(=O)c1cc2c(Cl)nc3ccccc3c2s1

The final 5 compounds of the section before are carried over, then new ones follow.
no.	Kir21 block	KCNQ2 block	SMILES
26	-0.16	i	Cc1ccccc1C(=O)N1CCN(c2ccc(NC(=O)c3ccc([N+](=O)[O-])o3)cc2)CC1
27	0.22	i	CCN(CC)C(=O)Cn1cc(SCC(=O)NC2CCCC2)c2ccccc21
28	0.6	i	O=C(Nc1nc(-c2ccccc2)cs1)C1CCCO1 (stereo unspecified)
29	-1.8	i	Cc1ccc(S(=O)(=O)Nc2ccc(N3CCOCC3)cc2)cc1[N+](=O)[O-]
30	-0.89	i	CCN(CC)CCCNC(=O)c1cc2c(Cl)nc3ccccc3c2s1
31	0.59	i	Cc1nn(-c2ccc(Cl)cc2)c(Cl)c1/C=N/NC(=O)c1ccc(NS(=O)(=O)c2cccs2)cc1
32	-0.48	i	COc1ccc(N2CCN(C(=O)C3CCN(C(=O)c4ccccc4Cl)CC3)CC2)cc1
33	0.42	i	Cc1sc2ncnc(SCc3ccc(C(=O)O)cc3)c2c1C
34	-0.48	i	O=C1CC(c2ccco2)CC2=C1C=Nc1ccccc1N2 (stereo unspecified)
35	-2.2	i	O=C(NCc1ccccc1)C1=C[C@@H](c2ccc3c(c2)OCO3)C[C@@H](OCCCCO)O1
36	1	i	Cc1ccc(C)c(N(C)C(=O)c2ccc3c(=O)n4c(nc3c2)CCCCC4)c1
37	0.4	i	COc1ccccc1NC(=O)C(C)OC(=O)c1cccc(-n2cnnn2)c1 (stereo unspecified)
38	-0.8	i	CC(C)OC(=O)CSc1ncnc2c1cnn2-c1ccccc1
39	-0.03	i	COCCNc1nc(N)c([N+](=O)[O-])c(NCc2ccccc2)n1
40	-1.2	i	O=P(Cc1cc(Br)cc(Br)c1OCCO)(c1ccccc1)c1ccccc1
41	1.4	i	c1ccc(CCCNc2ncnc3nc[nH]c23)cc1
42	2.8	i	Cc1ccc(NC(=O)CS(=O)CC(=O)N(CC(=O)NC2CCCC2)c2ccc3c(c2)OCCO3)cc1 (stereo unspecified)
43	0.54	i	Cc1cccc(C(=O)Nc2ccc(C(=O)N3CCCCC3C)cc2)c1 (stereo unspecified)
44	-3.7	i	CCOC(=O)C1CCN(C(=O)CNC(=O)c2nn(-c3ccc(OC)c(Cl)c3)c(=O)c3ccccc23)CC1
45	-1.5	i	O=C(Cc1ccccc1)N1CCN(C(=O)c2cccs2)CC1
46	0	i	CCOC(=O)C1(Cc2ccc(Cl)cc2)CCN(Cc2cn(CC)nc2C)CC1
47	0.81	i	Cc1cc(NCc2ccncc2)ccc1Br
48	0.13	i	O=C(N/N=C/c1ccc(F)cc1)c1ccc(OCc2ccccc2)cc1
49	-4.1	i	CC1CCCN(C(=O)CCCn2c(=S)[nH]c3ccccc3c2=O)C1 (stereo unspecified)
50	-0.23	i	CCCN(CCC)Cc1cc(=O)oc2cc3c(cc12)CCC3
51	-0.64	i	COc1ccnc(Oc2ccccc2)c1-c1ncn[nH]1
52	-0.81	i	COc1ccc(C2C=C(C)Nc3nc4ccccc4n32)cc1 (stereo unspecified)
53	0.09	i	Cc1ccccc1N(C)S(=O)(=O)c1nnc(NC(=O)c2ccccc2F)s1
54	-0.76	i	Clc1cccc(Nc2nc(-c3ccncc3)nc3ccccc23)c1
55	-0.65	i	COc1ccccc1CNCc1cccs1
56	-0.87	i	CC(C)CN(CC(C)C)C(=O)Nc1ccc(F)cc1F
57	1	i	Cc1c(Cl)cccc1NC(=O)C1C2C=CC(C2)C1C(=O)O (stereo unspecified)
58	-2.1	i	CC1(C)C(c2ccccc2)=NC(c2ccccc2)N1O (stereo unspecified)
59	-3.3	i	Cc1ccc(CCN=c2c([N+](=O)[O-])nn(-c3ccccc3)n2O)cc1
60	0.72	i	COc1ccc(NC(=O)CCN2C(=O)c3ccccc3S2(=O)=O)c(OC)c1
61	-2.2	i	CC(C)(C)C1CCC(=O)N(CCSc2ccccc2)CC1 (stereo unspecified)
62	-1.2	i	COCCN(CCOC)c1nc(S(=O)(=O)c2ccc(C)cc2)c(Cl)s1
63	0.59	i	CN(Cc1ccccc1)C(=O)CNC(=O)Cn1cnc2ccccc2c1=O
64	-3	i	Cc1ccc(Nc2ccc(C(=O)NC3CCCCC3)cn2)cc1
65	-0.04	i	CC(=O)c1c(C)[nH]c(C(=O)Nc2nc(-c3ccc(Cl)cc3)cs2)c1C
66	-0.12	i	COc1ccc(N(C(=O)c2cccnc2)S(=O)(=O)c2cccs2)cc1
67	-0.43	i	CC(C(=O)O)N(C(=O)c1ccccc1)c1ccc(F)cc1 (stereo unspecified)
68	-0.02	i	Cc1ccc(CCNC(=O)CS(=O)Cc2nc(-c3ccccc3F)oc2C)cc1 (stereo unspecified)
69	-0.02	i	O=C(Nc1ccc(C(=O)O)cc1)Nc1cccc([N+](=O)[O-])c1
70	-0.43	i	CCn1c(SCC(=O)Nc2ccc(OC)cc2)nc2nc3c(cc2c1=O)CCCC3
71	-1.7	i	CN(CC(=O)Nc1nc2ccccc2s1)S(=O)(=O)c1ccc(Br)cc1
72	-1.2	i	Cc1ccc(CN(C)C(=O)c2ccccc2Sc2ccccc2C#N)cc1
73	0	i	Cc1cccc2c(CC(=O)O)noc12
74	-2.2	i	C=CCn1c(COc2ccccc2)nnc1SCC(=O)NCC(=O)OCC
75	2	i	CCCn1c2ccccc2c2cnn(CC(=O)NC3CCCCC3C)c(=O)c21 (stereo unspecified)
76	2.1	i	O=[n+]1c2c(n([O-])c3ccccc31)CCC2
77	-0.18	i	C=C(C)CNC(=S)N/N=C(\C)c1cccc(NC(C)=O)c1
78	1.1	i	COC(=O)C1=C(C(=O)OC)[C@@H]2N(C)c3ccc(OC)cc3[C@@]23C[C@@H](C(=O)OC)N(C(=O)c2ccc(Br)cc2)C3=N1
79	1.1	i	O=C(Nc1ccccc1N1CCCC1)c1ccc(N2CCCC2=O)cc1
80	-0.01	i	Cc1sc2nc(CN(C(=O)NC3CCCCC3)C3CCCCC3)[nH]c(=O)c2c1C
81	-0.26	i	CCc1sc(N(C(=O)Cc2ccccc2)c2ccc(F)cc2)nc1-c1ccccc1
82	-2.5	i	COc1cc(N2C(=O)c3ccccc3C2=O)c(Cl)cc1C(=O)OCC(=O)N1CCOCC1
83	0.61	i	Cc1cc(/C=N/O)c(C)n1-c1ccccc1
84	0.15	i	S=C(NCC1CCCO1)N1CCN(c2ccccc2)CC1 (stereo unspecified)
85	1.5	i	CCCCS(=O)(=O)NC1=NCN(Cc2ccco2)CN1
86	1.5	i	Cc1nn(CCCC(=O)NCCc2ccccc2)c(=O)c2nn(-c3ccccc3)c(C)c12
87	-0.38	i	CCCN(C(=O)CSc1nc2ccccc2n1CC)C1CCS(=O)(=O)C1 (stereo unspecified)
88	-1.2	i	O=C(NC1(C(F)(F)F)NC(=O)N(CCc2ccccc2)C1=O)C1CC1 (stereo unspecified)
89	2	i	Cc1ccc(CNC(=O)C23CN(Cc4ccccc4)CC2C(c2ccc([N+](=O)[O-])cc2)=NO3)o1 (stereo unspecified)
90	0.04	i	CCSc1nc(N2CCOCC2)c2c(c1C#N)CCCC2

(cont.)
no.	Kir21 block	KCNQ2 block	SMILES
91	0.12	i	Cc1cc(Nc2cccc(C(F)(F)F)c2)n2nc(C)nc2n1
92	0.55	i	Cc1cc(NC(=O)CSCc2nc(-c3cccc(Cl)c3)oc2C)no1
93	-0.39	i	O=[N+]([O-])c1ccc(O)c(C2=NNC(c3ccccc3F)C2)c1 (stereo unspecified)
94	0.38	i	Cc1ccc2c(c1)-c1c(ssc1=S)C(C)(C)N2C(=O)CN1C(=O)c2ccccc2C1=O
95	0.98	i	COc1cc(OC)c(C(=O)NNC(=O)CN(C)S(=O)(=O)c2ccc(Cl)cc2)cc1OC
96	0.99	i	CCCC(CCC)C(=O)Nc1cccc(-c2cn3c(n2)SCC3)c1
97	-0.26	i	O=C(O)c1sc2cc(C(F)(F)F)cnc2c1-c1ccccn1
98	-2.1	i	COc1cc(OC)c2cc(C(=O)N[C@@H](Cc3ccccc3)C(=O)O)n(C)c2c1
99	1.1	i	O=C(O)COc1nsnc1N1CCOCC1
100	1.3	i	Cc1nn(CC(=O)Nc2nccs2)c(C)c1[N+](=O)[O-]
101	1.3	i	COC(=O)CCCNC(=O)c1ccc(S(=O)(=O)NCc2ccco2)cc1
102	-0.67	i	COc1cc2c(cc1OC)CN(c1ncccc1[N+](=O)[O-])CC2
103	-0.97	i	O=C(Nc1ccc(-c2nnc3n2CCCCC3)cc1)c1cnccn1
104	1.2	i	Cc1ccc(-n2nc3c(=O)n(CCCC(=O)NCc4ccccc4Cl)nc(C)c3c2C)cc1
105	0.59	i	Brc1cccc(-c2cnc3n2CCCCC3)c1
106	-0.04	i	CC1CCCN(c2ccc(C(=O)OCn3nnc4ccccc4c3=O)cc2[N+](=O)[O-])C1 (stereo unspecified)
107	-1.7	i	Cc1ccc(C(=O)OCc2nnc(-c3ccc(Br)cc3)o2)cc1
108	-1.9	i	CC/C(=N/NS(=O)(=O)c1ccc(Cl)cc1)c1ccc(O)cc1
109	2.4	i	Cc1ccccc1-c1nn(-c2ccc(F)cc2F)cc1CNCCCO
110	-0.33	i	CC1CC(=O)c2cnc(N3CCOCC3)nc2C1 (stereo unspecified)
111	-0.01	i	CCO[C@H]1OC(C(=O)N2CCOCC2)=C[C@@H](c2ccc(Br)cc2)[C@@H]1CCCO
112	0.43	i	CCCCC(=NCCO)C1=C(O)C(C(=O)OC)C(C)(C)CC1=O (stereo unspecified)
113	0.66	i	CCOC(=O)c1cnn(-c2ncnc3c2cnn3C)c1N
114	-0.8	i	CCOc1ccc(Nc2nc3c(c(=O)[nH]2)CCCC3)cc1
115	0.95	i	Cc1c(N2C(=O)CS/C2=N\N=C\c2ccccc2O)c(=O)n(-c2ccccc2)n1C
116	-1.3	i	Nn1c(SCc2ccc(Br)cc2)nnc1-c1cccnc1
117	-0.84	i	COc1ccc(CCNC(=O)COC(=O)/C=C/c2cc(OC)c(OC)c(OC)c2)cc1OC
118	-1.1	i	Cc1cccc(C)c1NC(=O)C(c1ccc(Cl)cc1Cl)N1CCCCC1 (stereo unspecified)
119	-5.9*	-7.7*	O=C(/C=C/c1cc(Br)ccc1O)c1ccco1
120	-2.6	i	CCOc1ccccc1NC(=O)Cc1ccccc1OC
121	-3.2	i	Cc1cc(S(=O)(=O)N2CCCC2)ccc1OCC(=O)NCc1ccccc1

Entries of single compounds as entered above:
O=C(CSc1nc2c(c(=O)n1-c1ccc(F)cc1)SCC2)N1CCCC1 in the list: Kir21 block = -0.07; KCNQ2 block = i
Cc1cccc2c(CC(=O)O)noc12 in the list: Kir21 block = 0; KCNQ2 block = i
CCN(CC)CCCNC(=O)c1cc2c(Cl)nc3ccccc3c2s1 in the list: Kir21 block = -0.89; KCNQ2 block = i

Records listed above marked active in Kir21 block.
no.	Kir21 block	KCNQ2 block	SMILES
119	-5.9*	-7.7*	O=C(/C=C/c1cc(Br)ccc1O)c1ccco1
